GPR55 LPI antagonism: GPR55 antagonists blocking LPI-driven arrestin recruitment, primary screen, imaging, U2OS, beta-arrestin-GFP, LPI agonist (AID 2013); U2OS GPR55 beta-arrestin-GFP translocation imaging, LPI antagonism; higher % means a stronger effect; inhibition, % at 10 µM; hits with a dose series show IC50 in µM; G-protein coupled receptor 55 (Homo sapiens); 290,000 compounds, 0.13% hits;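 active means spots per cell inhibited over 60%, with over 100 cells counted and total cytoplasm intensity under 500,000; inconclusive means wells with under 100 cells, flagged as likely toxic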;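 further: U2OS cells stably carrying GPR55 and arrestin-GFP stimulated by 5 µM LPI near EC80; imaged beta-arrestin-GFP aggregate spots per cell after agonist stimulation; plate controls were LPI-stimulated DMSO wells for no effect and DMSO wells without LPI for full effect; some results filed as inactive read as strong as hits; confirmed hits need IC50 under 10 µM and bright autofluorescent wells are also inconclusive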
NOD2 inhibition: NOD2 signaling inhibitors, cell-based, luminescence, uHTS, HEK293 (AID 1566) | HEK293 NOD2/NF-kB luciferase reporter, luminescence; higher % means a stronger effect | inhibition, % at 4 µM, or EC50 in µM where a hit was titrated | 290,000 compounds, 0.63% hits; further: many of its hits are not listed in these tables
HIV fusion peptide: inhibitors of HIV fusion peptide binding, primary screen, biochemical, uHTS, fluorescence dequenching (AID 1986) | inhibition, % at 20 µM; hits with a dose series show IC50 in µM | cell-free peptide binding, fluorescence dequenching, 30 min; higher % means a stronger effect | 290,000 compounds, 0.3% hits; in the data active means inhibition mostly above about 52%, no sharp cut-off; inactive means mostly below about 76%; further: some results filed as inactive read as strong as hits
GPR55 beta-arrestin: GPR55 agonists via beta-arrestin recruitment, primary screen, imaging, U2OS cells, beta-arrestin-GFP redistribution (AID 1961); G-protein coupled receptor 55 (Homo sapiens); U2OS GPR55 beta-arrestin-GFP redistribution imaging; higher % means a stronger effect; activation, % at 10 µM, or EC50 in µM where a hit was titrated; 290,000 compounds, 0.048% hits;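 active means activation above 40% with more than 50 cells counted in the well; inconclusive means wells holding fewer than 50 cells, flagged as toxic or sparse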;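 further: U2OS osteosarcoma cells stably expressing GPR55 and beta-arrestin-GFP; plate controls were DMSO negative control for no effect and LPI positive control for full effect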
KOR beta-arrestin-1: KOR antagonists, beta-arrestin recruitment, cell-based, luminescence, uHTS (AID 1778) | 290,000 compounds, 0.091% hits | inhibition, % at 10 µM; hits with a dose series show IC50 in µM | KOR beta-arrestin recruitment, luminescence, antagonist mode; higher % means a stronger effect | Kappa-type opioid receptor (Homo sapiens); further: strong numbers were not always called active
NOD1 inhibition: NOD1 signaling inhibitors, primary screen, cell-based, luminescence, uHTS (AID 1578); NOD1-driven NF-kB luciferase reporter cells, luminescence; higher % means a stronger effect; inhibition, % at 4 µM, or EC50 in µM where a hit was titrated; 290,000 compounds, 1% hits; in the data active means inhibition mostly above about 36%, no sharp cut-off; inactive means mostly below about 34%;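 further: HEK-293T reporter cells stimulated with the NOD1 agonist gamma-tri-DAP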
Myeloid diff 2: induction of myeloid progenitor differentiation, primary screen, cell-based, flow cytometry, MLPCN library. ER-HoxA9 myeloid progenitors, lysozyme-GFP differentiation. calls only at 10 µM. 360,000 compounds, 1% hits. AID 624256, 2012;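 active means normalized GFP-positive differentiation at or above the plate's own cutoff, the solvent-only control mean plus 3 SD; inconclusive means no clear call, values can overlap the other calls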;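 further: cells exposed to compound for four days before flow analysis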
GPR35 antagonists: GPR35 antagonists blocking zaprinast-driven arrestin recruitment, primary screen, imaging, U2OS, beta-arrestin-GFP, zaprinast agonist (AID 2058); G-protein coupled receptor 35 (Homo sapiens); 290,000 compounds, 0.052% hits; U2OS GPR35 beta-arrestin-GFP translocation imaging, zaprinast antagonism; higher % means a stronger effect; one-dose inhibition, % at 10 µM; IC50 in µM for titrated hits;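 active means inhibition of at least 50% with at least 30 cells and total cytoplasm GFP at most 10,000,000; inconclusive means under 30 cells or total GFP of 10,000,000 plus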
KOR beta-arrestin-2: KOR agonists, beta-arrestin recruitment, primary screen, cell-based, luminescence, uHTS (AID 1777). Kappa-type opioid receptor (Homo sapiens). KOR beta-arrestin recruitment, luminescence; higher % means a stronger effect. one-dose activation, % at 10 µM; EC50 in µM for titrated hits. 280,000 compounds, 0.02% hits; in the data active means activation above about 50%, passing the limit was not always enough; further: a part of the inactive calls stands beside numbers as strong as those of hits
Myeloid diff 2 GFP+ MAC1+ %: recorded beside Myeloid diff 2, whose call it bears; GFP+ MAC1+ double positive, %; measured here: differentiation confirmed by MAC1 staining
Starred values were filed as active, the others as inactive; i = inactive; ? = inconclusive; . = not tested or not shown; + = active, no number; & = joins results of further samples; [ ] = another dose, or the depositor's remark. Unless noted, no stated cut-off is given here; in the data, active means inhibition above about 50%; inactive means the rest. This is a subset (hit frequency here may not be typical).

Compound | KOR beta-arrestin-2 | NOD2 inhibition | KOR beta-arrestin-1 | GPR55 LPI antagonism | Myeloid diff 2 | Myeloid diff 2 GFP+ MAC1+ % | NOD1 inhibition | GPR35 antagonists | GPR55 beta-arrestin | HIV fusion peptide
O=C(CCC(=O)N(CC(=O)NC1CCCC1)c1ccccc1F)Nc1nccs1 | -0.2% | -5% | 7% | -10% | i | 0.5 | -22% | -8% | 0.0% | -0.5%
CCOC(=O)CCN(Cc1cccs1)S(=O)(=O)c1ccc(Cl)cc1 | -2.3% | 2% | 16% | 3% | i | 6.5 | 2% | -8% | 0.0% | 7.4%
C=CCSc1nnc(C)c(/C=C/Nc2ccc(Cl)cc2)n1 | -2.0% | -5% | -9% | 12% | ? | . | -33% | 6% | -0.1% | 1.4%
Cc1cccc(NC(=O)c2ccc(CN3CCc4ccccc4C3)cc2)c1C | 2.2% | 1% | -18% | 17% | i | 0.2 | 38% | 4% | -0.1% | -0.8%
Cc1ccc(/C=C2\SC(=S)N(CCC(=O)NCCCN3CCOCC3)C2=O)cc1 | 1.5% | -1% | -14% | -5% | i | 3.4 | 26% | 12% | -0.1% | -0.3%
Cc1c(NC(=O)c2ccc3c4c(cccc24)CC3)c(=O)n(-c2ccccc2)n1C | -1.3% | 0% | -24% | -6% | i | 1.3 | -17% | -10% | -0.2% | 1.0%
COc1cc(NC(=O)c2ccco2)c(OC)cc1NC(=O)CCC(=O)Nc1cc(C)cc(C)c1 | 2.9% | 19% | 14% | 19% | i | 0.7 | -5% | -8% | -0.2% | 1.2%
O=C(CS(=O)(=O)c1ccccc1)Nc1ccc(N2CCOCC2)cc1 | -3.2% | 0% | -10%[20 µM] | 9% | i | 0.4 | -6% | 5% | -0.1% | 2.4%
CN(C)C1(CNC(=O)C2CCC(=O)N(Cc3ccc(Cl)cc3)C2)CCCCC1 (stereo unspecified) | 3.5% | 12% | -31% | -7% | i | 0.2 | 9% | 10% | 0.0% | -0.4%
CC(C)NC(=O)C(OC(=O)c1ccccc1)C(OC(=O)c1ccccc1)C(=O)O (stereo unspecified) | 0.5% | 10% | 17% | 16% | i | 1.5 | -4% | 14% | -0.1% | -1.9%
Cc1c(C(=O)O)nnn1-c1nonc1N | -2.1% | 1% | -3% | 1% | i | 0.5 | -25% | 1% | 0.2% | -1.3%
O=C1N(Cc2cccnc2)C[C@@H]2C[C@@H](c3cccc(OCc4ccccc4)c3)N3CCC[C@@]123 | 1.0% | -3% | -24% | -4% | i | 0.1 | -12% | -2% | -0.3% | 1.3%
CCOCC(=O)Nc1cc(Cl)c(OC)cc1OC | 0.0% | -4% | 17%[20 µM] | 6% | . | . | -18% | 3% | -0.1% | 0.5%
COC(=O)c1cn(C)c2ccc(S(=O)(=O)N3CC(C)CC(C)C3)cc2c1=O (stereo unspecified) | 14% | 6% | -2% | -17% | i | 2.2 | 31% | -6% | -0.3% | 1.6%
COc1ccc(C(=O)N(CN2CCCC2=O)c2ccc(C)cc2)cc1 | 13% | 10% | -20% | -8% | i | 0.8 | -21% | -5% | -0.1% | -0.7%
CC(C)(C)NC(=O)CN(C(=O)CS(=O)CC(=O)Nc1ccc(F)cc1)c1ccc(F)c(Cl)c1 (stereo unspecified) | -1.8% | -9% | -33% | 2% | i | 4.9 | -27% | 12% | 1.0% | 0.0%
CSc1ccccc1OCc1cc(C(=O)N2CCSCC2)no1 | -2.1% | -41% | 0% | 9% | i | 4.7 | -91% | -1% | -0.1% | -0.1%
CCn1c(SCC(=O)c2ccc(C)cc2)nnc1-c1ccncc1 | 7.4% | 7% | -18% | -5% | i | 6.0 | -12% | 5% | -0.1% | 1.1%
CCn1nc(C(=O)OCC(=O)Nc2ncc(Cl)c(C)c2Cl)c2ccccc2c1=O | -0.6% | 5% | 37% | 8% | i | 0.3 | -17% | -2% | 0.3% | 11%
O=C(O)c1cc(-c2cccnc2)nc2ccc(Br)cc12 | -3.8% | 11% | -1% | 0% | + | 1.1* | -12% | -3% | -0.6% | 3.2%
Cc1cccc2cc(CN(CCN3CCOCC3)C(=O)Nc3ccccc3F)c(=O)[nH]c12 | 0.5% | 8% | -4% | 13% | i | 0.3 | 1% | -20% | -0.3% | 0.0%
CCOC(=O)CNc1nc2ccccc2n2c(C)nnc12 | -0.4% | -8% | -35%[20 µM] | 0% | i | 0.2 | 7% | 5% | -0.1% | -1.6%
Cc1ccc(S(=O)(=O)CCC(=O)N2CCc3ccccc32)cc1 | 4.4% | -1% | -7% | 8% | i | 1.3 | -36% | 1% | 0.0% | 2.3%
COc1ccc(N(C(=O)CNC(=O)c2ccco2)C(C(=O)NCC2CCCO2)c2ccccc2)cc1 (stereo unspecified) | -1.9% | 2% | -47% | 2% | i | 1.6 | -30% | 0% | -0.2% | 2.1%
O=C(N/N=C/c1ccc(Cl)c([N+](=O)[O-])c1)c1cc(-c2ccccc2)nc2ccccc12 | -1.0% | 5% | 4% | 5% | i | 0.5 | -33% | -10% | -0.4% | 1.2%
O=C(Nc1ccc(Cl)cc1Cl)c1ccc2ncsc2c1 | -6.4% | -55% | 23% | -5% | i | 0.3 | -17% | -19% | -0.1% | -0.9%
N#C/C(=C\c1ccc(-c2ccccc2[N+](=O)[O-])o1)C(N)=O | 5.9% | 9% | 4% | 13% | i | 0.2 | 2% | 8% | 0.2% | 5.1%
CC(=O)N1CCc2cc(S(=O)(=O)CCC(=O)N(C)c3cc(C)ccc3C)ccc21 | 3.6% | 3% | -14% | -5% | i | 3.1 | -9% | -2% | -0.2% | -0.5%
CCCc1cc(C(=O)Nc2cccc3ccccc23)n(C)n1 | 2.8% | 28% | -31% | -8% | i | 0.5 | -18% | 13% | 0.7% | 1.1%
CC(=O)Nc1ccc(NC(=O)CSc2ccc([N+](=O)[O-])cn2)cc1 | -3.1% | -3% | 11% | -3% | i | 0.4 | -8% | -10% | 1.5% | 0.1%
Cc1csc(NC(=O)CN2C(=O)c3ccccc3S2(=O)=O)n1 | 2.9% | 4% | -16% | 4% | i | 2.7 | -16% | -16% | -0.2% | -0.9%
O=C(Nc1ccc(Br)cc1)c1cccn1-c1ncc(C(F)(F)F)cc1Cl | -0.3% | 1% | -5% | 18% | i | 5.6 | 3% | -13% | 0.2% | 5.9%
CCOC(=O)C(C)n1cnc2c1c(=O)[nH]c(=O)n2C (stereo unspecified) | 0.8% | 4% | -8% | 13% | i | 0.6 | -16% | -3% | -0.3% | 2.9%
Cc1cc(C)c(NC(=S)N2CCC(N(C)CC3CCCO3)CC2)c(C)c1 (stereo unspecified) | -7.1% | -3% | 1% | 8% | i | 6.9 | 19% | -3% | -0.1% | -1.9%
O=C(Cc1cccs1)NC1CCCC1 | . | -5% | -44%[20 µM] | 2% | i | 0.3 | -30% | -3% | 0.3% | 0.9%
Fc1ccc(Cn2c(-c3cscn3)nc3ccccc32)c(Cl)c1 | -1.7% | 11% | 7% | 29% | i | 1.1 | -25% | -4% | 0.0% | -1.4%
CC(=O)c1cc2c(cc1NC(=O)CCn1cnnn1)OCO2 | -5.4% | 1% | 1% | 2% | i | 0.3 | -10% | -8% | 0.3% | -1.3%
Cc1ccccc1NC(=S)NCCc1ccccc1 | -1.8% | -25% | . | 8% | i | 0.7 | 7% | -1% | 0.1% | -0.9%
COc1ccc2c3c1OC1CC(O)C=CC31CCN(C)C2 (stereo unspecified) | -2.0%&1.4% | 4%&20% | 4%&1% | 16%&-12% | i | 0.7&4.8 | -28%&4% | 0%&-2% | 0.2%&0.4% | -0.7%&-0.3%
O=C(CCC(=O)N1CCCCCC1)NCc1ccc(F)cc1 | -0.2% | 3% | 17% | 1% | i | 0.4 | -23% | 2% | -0.2% | -1.1%
COc1cc(NS(=O)(=O)c2ccc(NC(=S)NC(=O)c3ccc(F)c(F)c3)cc2)nc(OC)n1 | -5.0% | 13% | -47% | 3% | i | 1.0 | -26% | -17% | -0.2% | 17%
COc1cc(CNc2ccc3c(c2)CCC3)cc(OC)c1O | -2.3% | 9% | -17% | 3% | i | 0.3 | -17% | -2% | -0.3% | -2.2%
O=C(NNS(=O)(=O)c1ccc(Cl)cc1)c1cccc(S(=O)(=O)N2CCOCC2)c1 | 1.4% | -9% | 21% | 10% | i | 0.3 | -1% | -1% | 0.8% | -2.8%
O=C(OCC(=O)N1CCCC1)c1cc(Cl)ccc1[N+](=O)[O-] | -2.0% | 1% | 0% | 4% | i | 0.2 | -10% | 6% | -0.1% | 0.5%
COc1ccc(-c2noc(CCC(=O)Nc3ccc4c(c3)OCCO4)n2)cc1 | 0.4% | -2% | 5% | -4% | i | 1.6 | 14% | -1% | -0.1% | -2.5%
CCn1c(Cc2ccccc2)nnc1SCC(=O)N1CCCCC1 | -1.2% | 18% | 1% | 5% | i | 0.4 | -16% | 9% | 0.5% | 1.7%
Cc1cc(NS(=O)(=O)c2ccccc2)c([N+](=O)[O-])cc1C | 3.3% | 5% | -28% | 5% | i | 0.4 | -31% | 1% | -0.3% | -0.8%
COc1cc(/C=N/N2CCN(c3ccccc3)CC2)ccc1OC(C)=O | 0.4% | 2% | 13% | 11% | ? | . | 17% | 9% | -0.2% | -0.2%
Cc1ccc(C)c(N2N=C(C(=O)O)CCC2=O)c1 | 8.6% | 22% | -10% | 2% | i | 0.3 | 1% | -9% | -0.1% | -0.8%
Cc1ccc(CSc2nnc(CCCCCNC(=O)OC(C)(C)C)o2)cc1 | 1.4% | 27% | 5% | 4% | i | 0.3 | 1% | 5% | -0.1% | 2.2%
COc1ccc(CCNC(=O)c2ccc(CS(=O)Cc3ccc(C)cc3)o2)cc1OC (stereo unspecified) | 0.3% | 12% | -25% | 2% | i | 1.5 | -4% | 13% | 0.1% | -1.4%
COc1ccc(Br)cc1CNc1ccc2[nH]c(=O)[nH]c2c1 | 3.2% | 12% | -30% | 9% | i | 0.3 | -22% | -9% | -0.2% | 0.5%
CCCCCCn1c(CN2CCN(Cc3ccccc3)CC2)nc2c1c(=O)n(C)c(=O)n2C | 2.5% | -6% | 14% | 9% | i | 0.6 | -12% | -5% | -0.2% | 2.8%
Cc1cccc(NC(=S)N(CCN(C)C)C(C)c2ccccn2)c1 (stereo unspecified) | -2.6% | 17% | -9% | 8% | + | 3.7* | 7% | -3% | 0.5% | 0.8%
CC(C)(C)c1ccc(NC(=O)COC(=O)C2=COCCO2)cc1 | -0.4% | 0% | 14% | -13% | i | 0.8 | -11% | 4% | -0.2% | -1.7%

High-throughput results: PubChem, several laboratories
